TNAP activation fold = stimulation of alkaline phosphatase TNAP activity – biochemical, luminescent, no phosphate acceptor, uHTS, primary screen (AID 1001); purified TNAP, luminescent activation assay, no phosphate acceptor; higher activation fold means a stronger effect; 200,000 compounds, 0.03% hits; activation fold at 20 µM, or EC50 in µM where a hit was titrated; in the data active means activation fold from about 3, or a potency from the dose series; inactive means the rest, 99 in 100 with activation fold below about 1.6; further: many of its hits are not listed in these tables
KOR beta-arrestin-1 = kappa opioid receptor blockers – cell-based, luminescence, uHTS (AID 1778) | 290,000 compounds, 0.091% hits | inhibition, % at 10 µM; hits with a dose series show IC50 in µM | KOR beta-arrestin recruitment, luminescence, antagonist mode; higher % means a stronger effect; further: strong numbers were not always called active
NTR1 ag = agonists of NTR1, primary screen, imaging, U2OS cells, beta-arrestin-GFP, high content (AID 493036). P30989. NTR1-U2OS beta-arrestin-GFP spot imaging, agonist mode. activation, % at 20 µM. 330,000 compounds, 0.17% hits;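 active means activation at or above 40% of the spot to cytoplasm intensity ratio, with at least 20 cells analyzed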;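 further: 0% = DMSO without peptide and 100% = 100 nM NTR1 peptide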
Target sequence (P30989 whole entry, looked up): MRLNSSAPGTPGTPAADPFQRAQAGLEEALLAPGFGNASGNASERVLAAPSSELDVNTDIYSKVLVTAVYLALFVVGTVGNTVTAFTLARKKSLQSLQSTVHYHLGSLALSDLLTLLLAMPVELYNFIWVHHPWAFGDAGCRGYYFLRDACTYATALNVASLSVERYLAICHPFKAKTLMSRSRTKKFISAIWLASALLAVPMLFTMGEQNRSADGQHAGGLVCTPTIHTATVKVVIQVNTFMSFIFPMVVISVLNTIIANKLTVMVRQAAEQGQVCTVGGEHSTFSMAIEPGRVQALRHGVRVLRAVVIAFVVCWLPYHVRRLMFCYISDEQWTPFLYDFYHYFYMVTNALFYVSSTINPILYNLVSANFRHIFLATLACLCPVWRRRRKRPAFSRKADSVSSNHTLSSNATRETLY
GPR55 activation = selective activators of receptor GPR55 – imaging, U2OS cells, beta-arrestin-GFP redistribution, primary screen (AID 1961). one-dose activation, % at 10 µM; EC50 in µM for titrated hits. 290,000 compounds, 0.048% hits. U2OS GPR55 beta-arrestin-GFP redistribution imaging; higher % means a stronger effect;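 active means activation above 40% with more than 50 cells counted in the well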;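 further: U2OS osteosarcoma cells stably expressing GPR55 and beta-arrestin-GFP; plate controls were DMSO negative control for no effect and LPI positive control for full effect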
NOD1 inhibition = inhibition of NOD1-driven NF-kB reporter – cell-based, luminescence, uHTS, primary screen (AID 1578); 290,000 compounds, 1% hits; NOD1-driven NF-kB luciferase reporter cells, luminescence; higher % means a stronger effect; inhibition, % at 4 µM, or EC50 in µM where a hit was titrated; in the data active means inhibition mostly above about 36%, no sharp cut-off; inactive means mostly below about 34%;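 further: HEK-293T reporter cells stimulated with the NOD1 agonist gamma-tri-DAP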
Yfh1-off respiration = mitochondrial function rescue without frataxin homolog – Friedreich's ataxia, plus single-dose screen, dose response (AID 1465); S. cerevisiae Yfh1-off respiration, WST-1 reduction, 72 h; higher fold induction means a stronger effect; one-dose fold induction at 50 µM; EC50 in µM for titrated hits; 220,000 compounds, 0.074% hits;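 active means fold induction of absorbance versus untreated yeast above a set limit, then at least 30% activation at any dose in follow-up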;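 further: activators that raise dye reduction in frataxin-depleted yeast; strong numbers were not always called active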
CSM14.1 death rescue = protection against thapsigargin-triggered cell killing – 384-well, CSM14.1, ATP luminescence, primary screen (AID 1222) | CSM14.1 thapsigargin-induced death rescue, ATP luminescence; higher % means a stronger effect | one-dose cellular ATP content (survival), % at 20 µM; EC50 in µM for titrated hits | 190,000 tested, under 10 active;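 active means EC50 below 50 µM in the dose-response confirmation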;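 further: death triggered by thapsigargin at about 15 µM added after 2 h compound pretreatment; cell ATP read after overnight thapsigargin exposure of roughly 18 to 22 hours; normalized against plate controls of thapsigargin alone and 5% DMSO vehicle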
NOD2 inhibition = NOD2 signaling inhibitors, cell-based, luminescence, uHTS, HEK293 (AID 1566); HEK293 NOD2/NF-kB luciferase reporter, luminescence; higher % means a stronger effect; inhibition, % at 4 µM, or EC50 in µM where a hit was titrated; 290,000 compounds, 0.63% hits; further: many of its hits are not listed in these tables
KOR beta-arrestin-2 = kappa opioid receptor activators – cell-based, luminescence, uHTS, primary screen (AID 1777) | KOR beta-arrestin recruitment, luminescence; higher % means a stronger effect | one-dose activation, % at 10 µM; EC50 in µM for titrated hits | 280,000 compounds, 0.02% hits; in the data active means activation above about 50%, passing the limit was not always enough; further: a part of the inactive calls stands beside numbers as strong as those of hits
NTR1 ag cell count 20 µM = second read-out of NTR1 ag, no call of its own (marks repeat the call); cell count; measured here: cell count, cytotoxicity flag
Starred values were filed as active, the others as inactive; [ ] = another dose, or the depositor's remark. Unless noted, no stated cut-off is given here; in the data, active means inhibition above about 50%; inactive means the rest.

`COC(=O)c1sc(S(=O)(=O)N2CCN(c3ccc(OC)cc3)CC2)c(C(=O)OC)c1C` gave TNAP activation fold 1, KOR beta-arrestin-1 -12%, NTR1 ag 0.7, GPR55 activation -0.1%, NOD1 inhibition 5%, Yfh1-off respiration inactive, CSM14.1 death rescue -1.5%, NOD2 inhibition 4%, KOR beta-arrestin-2 -3.5% and NTR1 ag cell count 20 µM 76.
`COc1cc(-c2nc(C(=O)NC3CCN(Cc4ccccc4)CC3)cc3c2[nH]c2ccccc23)cc(OC)c1OC` gave KOR beta-arrestin-1 -56%[20 µM], NTR1 ag -1.3, GPR55 activation 0.5%, NOD1 inhibition -19%, NOD2 inhibition 45%, KOR beta-arrestin-2 -1.2% and NTR1 ag cell count 20 µM 89.
Screening CN1CCN(S(=O)(=O)c2ccc(N3CCN(C(=O)c4ccccc4)CC3)nc2)CC1 returned TNAP activation fold 1.1, KOR beta-arrestin-1 -27%, NTR1 ag -0.4, GPR55 activation -0.1%, NOD1 inhibition -47%, Yfh1-off respiration inactive, CSM14.1 death rescue 0.0%, NOD2 inhibition -7%, KOR beta-arrestin-2 -2.6% and NTR1 ag cell count 20 µM 34.
`Cc1nc(C(=O)Nc2ccc(Cl)cc2)sc1C1(C)CC(c2ccccc2)=NO1` (configuration not stated) gave KOR beta-arrestin-1 26%, NTR1 ag 0.5, GPR55 activation 0.6%, NOD1 inhibition -8%, Yfh1-off respiration inactive, NOD2 inhibition 14%, KOR beta-arrestin-2 4.3% and NTR1 ag cell count 20 µM 77.
`C=CCn1c(SCC(=O)NCC(=O)OCC)nnc1-c1cccc(OC)c1` gave TNAP activation fold 1.1, KOR beta-arrestin-1 -14%, NTR1 ag 1.5, GPR55 activation -0.1%, NOD1 inhibition -7%, Yfh1-off respiration inactive, CSM14.1 death rescue 2.9%, NOD2 inhibition -4%, KOR beta-arrestin-2 -4.3% and NTR1 ag cell count 20 µM 43.
Cc1csc(NC(=O)c2sccc2C)n1 was read as KOR beta-arrestin-1 8%, NTR1 ag 0.0, GPR55 activation -0.1%, NOD1 inhibition -8%, NOD2 inhibition -66%, KOR beta-arrestin-2 -3.8% and NTR1 ag cell count 20 µM 71.
`CN1C(=O)C(C)(C)c2cc(S(=O)(=O)N3CCCC3C(=O)NCc3ccccc3Cl)ccc21` (configuration not stated) gave KOR beta-arrestin-1 19%[20 µM], NTR1 ag 1.9, GPR55 activation -0.3%, NOD1 inhibition 1%, NOD2 inhibition 19%, KOR beta-arrestin-2 -0.2% and NTR1 ag cell count 20 µM 54.
`Cc1ccc(C)c(Cn2nnc3c(=O)[nH]c(C4CCCN(S(=O)(=O)Cc5ccccc5)C4)nc32)c1` (configuration not stated) gave KOR beta-arrestin-1 -48%, NTR1 ag 16, GPR55 activation 0.6%, NOD1 inhibition 44%, NOD2 inhibition 5%, KOR beta-arrestin-2 3.9% and NTR1 ag cell count 20 µM 53.
For COc1ccccc1CCNC(=O)C1CCN(C(=O)/C=C/c2ccccc2)CC1 the results were KOR beta-arrestin-1 -34%, NTR1 ag 2.9, GPR55 activation -0.4%, NOD1 inhibition -5%, NOD2 inhibition -10%, KOR beta-arrestin-2 1.9% and NTR1 ag cell count 20 µM 61.
Screening COc1ccc(OCCCC(=O)NC(C)c2ccccc2)cc1 (configuration not stated) returned TNAP activation fold 1.2, KOR beta-arrestin-1 15%, NTR1 ag -1.3, GPR55 activation -0.1%, NOD1 inhibition -23%, Yfh1-off respiration inactive, CSM14.1 death rescue -1.0%, NOD2 inhibition -11%, KOR beta-arrestin-2 -2.4% and NTR1 ag cell count 20 µM 39.
For CC1(C)CC(=O)/C(=C(\O)c2ccccc2)C(=NCCc2ccccc2)C1 the results were TNAP activation fold 1.1, KOR beta-arrestin-1 -44%, NTR1 ag -0.7, GPR55 activation -0.2%, NOD1 inhibition -16%, Yfh1-off respiration inactive, CSM14.1 death rescue -4.2%, NOD2 inhibition -7%, KOR beta-arrestin-2 3.0% and NTR1 ag cell count 20 µM 59.
For COc1ccc(/C=N/NC(=O)c2[nH]ncc2Br)c(OC)c1 the results were TNAP activation fold 2.4, KOR beta-arrestin-1 -36%, NTR1 ag -1.6, GPR55 activation -0.3%, NOD1 inhibition -18%, Yfh1-off respiration inactive, CSM14.1 death rescue -0.8%, NOD2 inhibition -21%, KOR beta-arrestin-2 -2.6% and NTR1 ag cell count 20 µM 55.
N#Cc1ccccc1Cn1c(=O)n(Cc2ccc(C(=O)NCc3ccco3)cc2)c(=O)c2sccc21 was read as TNAP activation fold 1.1, KOR beta-arrestin-1 -19%, NTR1 ag 3.3, GPR55 activation -0.1%, NOD1 inhibition -15%, Yfh1-off respiration inactive, NOD2 inhibition 14%, KOR beta-arrestin-2 -3.0% and NTR1 ag cell count 20 µM 58.
COc1ccc(CC(=O)Nc2ccc(-c3cn4ccc(C)cc4n3)cc2)cc1 was read as TNAP activation fold 1.1, KOR beta-arrestin-1 14%, NTR1 ag 1.6, GPR55 activation 0.1%, NOD1 inhibition -28%, Yfh1-off respiration inactive, CSM14.1 death rescue -3.4%, NOD2 inhibition -1%, KOR beta-arrestin-2 32% and NTR1 ag cell count 20 µM 42.
`Cc1c(NC(=O)C23CC4CC(CC(C4)C2)C3)c(=O)n(-c2ccccc2)n1C` gave KOR beta-arrestin-1 -7%, NTR1 ag -0.8, GPR55 activation 0.5%, NOD1 inhibition -12%, NOD2 inhibition 2%, KOR beta-arrestin-2 -4.9% and NTR1 ag cell count 20 µM 58.
COc1cccc(CNc2nn[nH]n2)c1OC was read as TNAP activation fold 1, KOR beta-arrestin-1 7%, NTR1 ag -0.4, GPR55 activation 0.5%, NOD1 inhibition -26%, Yfh1-off respiration inactive, CSM14.1 death rescue -1.5%, NOD2 inhibition 7%, KOR beta-arrestin-2 -2.1% and NTR1 ag cell count 20 µM 46.
Screening CCCCCn1c(N)c(-c2nc3ccccc3s2)c2c([N+](=O)[O-])nn(C)c(=O)c21 returned TNAP activation fold 0.9, KOR beta-arrestin-1 -25%, NTR1 ag 28, GPR55 activation -0.3%, NOD1 inhibition -29%, Yfh1-off respiration inactive, CSM14.1 death rescue -1.4%, NOD2 inhibition -7%, KOR beta-arrestin-2 2.5% and NTR1 ag cell count 20 µM 63.
Screening O=C(Nc1ccc(-n2cnnn2)cc1)C1CCCN1C(=O)Nc1ccc(Br)cc1 (configuration not stated) returned KOR beta-arrestin-1 -14%, NTR1 ag 1.1, GPR55 activation -0.1%, NOD1 inhibition 11%, NOD2 inhibition -1%, KOR beta-arrestin-2 -2.3% and NTR1 ag cell count 20 µM 47.
`COc1ccc(-c2nc3ccc(N4CCN(C)CC4)cc3c(=O)[nH]2)cc1` gave TNAP activation fold 1.1, KOR beta-arrestin-1 7%, NTR1 ag -1.3, GPR55 activation -0.3%, NOD1 inhibition -4%, Yfh1-off respiration inactive, CSM14.1 death rescue 1.6%, NOD2 inhibition -118%, KOR beta-arrestin-2 -2.4% and NTR1 ag cell count 20 µM 86.
For CC(C)c1ccc(OCC(O)CN2CCN(c3ccccc3)CC2)cc1 (configuration not stated) the results were TNAP activation fold 1, KOR beta-arrestin-1 -6%, NTR1 ag -0.2, GPR55 activation -0.2%, NOD1 inhibition 16%, Yfh1-off respiration inactive, CSM14.1 death rescue 0.2%, NOD2 inhibition -2%, KOR beta-arrestin-2 -1.7% and NTR1 ag cell count 20 µM 64.
Clc1ccc2nc(CSc3ccccc3)cn2c1 was read as TNAP activation fold 1.1, KOR beta-arrestin-1 -66%[20 µM], NTR1 ag -1.4, GPR55 activation 0.6%, NOD1 inhibition 9%, Yfh1-off respiration inactive, CSM14.1 death rescue -2.2%, NOD2 inhibition -158%, KOR beta-arrestin-2 -0.7% and NTR1 ag cell count 20 µM 112.
For COc1cc(OC)cc(-c2oc3cccnc3c2C#CCCO)c1 the results were KOR beta-arrestin-1 -50%[20 µM], NTR1 ag 7.5, GPR55 activation 0.4%, NOD1 inhibition -26%, NOD2 inhibition -42%, KOR beta-arrestin-2 -0.9% and NTR1 ag cell count 20 µM 55.
Screening O=[N+]([O-])c1ccc(NCCc2ccccc2)c(Br)c1 returned KOR beta-arrestin-1 22%, NTR1 ag 3.4, GPR55 activation -0.1%, NOD1 inhibition -10%, NOD2 inhibition 4%, KOR beta-arrestin-2 3.8% and NTR1 ag cell count 20 µM 108.
Cc1ccccc1-c1nnn(CC(=O)Nc2cccc(S(N)(=O)=O)c2)n1 was read as TNAP activation fold 1, KOR beta-arrestin-1 -1%, NTR1 ag 0.4, GPR55 activation 1.1%, NOD1 inhibition -27%, Yfh1-off respiration inactive, CSM14.1 death rescue -0.9%, NOD2 inhibition 7%, KOR beta-arrestin-2 1.9% and NTR1 ag cell count 20 µM 66.
O=C(CCCn1nnnc1CN1CCOCC1)N1CCN(c2ccccc2F)CC1 was read as KOR beta-arrestin-1 4%, NTR1 ag 0.6, GPR55 activation -0.1%, NOD1 inhibition -32%, NOD2 inhibition -1%, KOR beta-arrestin-2 4.6% and NTR1 ag cell count 20 µM 55.
CN(C)c1nc(N)nc(CSc2ncc(Cl)cc2Cl)n1 was read as TNAP activation fold 1, KOR beta-arrestin-1 -11%, NTR1 ag 3.3, GPR55 activation -0.2%, NOD1 inhibition 0%, Yfh1-off respiration inactive, CSM14.1 death rescue -0.3%, NOD2 inhibition 10%, KOR beta-arrestin-2 2.1% and NTR1 ag cell count 20 µM 60.
CC1CCCN(C(=O)C2CCC(CNc3c(N4CCCCC4)c(=O)c3=O)CC2)C1 (configuration not stated) was read as KOR beta-arrestin-1 11%, NTR1 ag 1.7, GPR55 activation 0.6%, NOD1 inhibition 2%, Yfh1-off respiration inactive, NOD2 inhibition 10%, KOR beta-arrestin-2 1.1% and NTR1 ag cell count 20 µM 50.
For COc1ccccc1C(=O)Nc1c(-c2ccccc2)nc2ccccn12 the results were KOR beta-arrestin-1 -22%, NTR1 ag 0.4, GPR55 activation 0.0%, NOD1 inhibition 2%, NOD2 inhibition 16%, KOR beta-arrestin-2 -2.3% and NTR1 ag cell count 20 µM 34.
`Cc1ccc(-c2[nH]nc(N)c2N=Nc2ccccc2C)cc1` gave TNAP activation fold 1, KOR beta-arrestin-1 -9%, NTR1 ag 16, GPR55 activation 0.2%, NOD1 inhibition 5%, Yfh1-off respiration inactive, CSM14.1 death rescue -1.2%, NOD2 inhibition -6%, KOR beta-arrestin-2 1.6% and NTR1 ag cell count 20 µM 82.

Source: PubChem (several laboratories)

An excerpt; count on the stated rates, not on these rows.
